# BAZ2B inh: blocks human BAZ2B. AID 504333. Potency, µM (titrated, usually from 114 µM), for inactives: at the highest dose activity change, negative = inhibition, hits mostly inhibitors. 4.4% of 360,000 active. Q9UIF8. AlphaScreen BAZ2B-H3K14Ac peptide displacement; also: potency is read from the fitted curve at half-maximal effect; % is scaled to controls: 0 for no effect and ±100 for the full control effect; nearly all actives have a fitted effect of over 60% in size
#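 Inhibition is scored as reduced AlphaScreen emission. The BAZ2B/b-H3(5-23)K14Ac complex (50 nM each) in PBS pH 7.4, 0.01% Tween-20 meets compound (up to 110 uM) for 30 min at RT before bead addition.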
# RGS4 inh: inhibitors of human regulator of G protein signaling 4; P49798; Transcreener GDP fluorescence polarization, RGS4-accelerated GTP hydrolysis; Potency, µM (top dose mostly 114 µM), inactives show at the top dose activity change, negative = inhibition, hits mostly inhibitors; 0.039% of 390,000 active; AID 504845; also: potency is read from the fitted curve at half-maximal effect; % is scaled to controls: 0 for no effect and ±100 for the full control effect; nearly all actives have a fitted effect of over 75% in size; some results filed as inactive show a strong effect at the top dose
#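 MLSMR compounds (23 nl, pin-transferred) preincubated 10 min at room temperature with a 500nM (2x) first reagent, then RGS4 at 900nM (2x) plus Transcreener GDP mix added; fluorescence polarization (620/688 nm) read before and after 90 min at 30 °C.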
# HP1b binding inh: blocks HP1-beta chromodomain binding to methylated histone tails; P83916; AlphaScreen HP1-beta / biotin-H3K9me3 peptide binding; Potency, µM (titrated, usually from 114 µM), for inactives: top-dose activity change, negative = inhibition, hits mostly inhibitors; 0.56% of 390,000 active; also: potency is read from the fitted curve at half-maximal effect; nearly all actives have a fitted effect of over 70% in size; inactives centre near 23
#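 Compound inhibition of the preformed complex between 50 nM HP1-beta and 50 nM biotinylated H3K9me3 peptide was read by AlphaScreen. Buffer was PBS pH 7.4 with 0.01% Tween-20. Incubations ran 30 min at room temperature, with 10 ug/mL donor/acceptor beads.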
# PI4K2A inh: blocks human PI4K2A kinase activity; Q9BTU6; purified PI4K2A, ADP-Glo luminescence, 1 h; hits give low values; activity change, negative = inhibition, % at 76.9 µM; 0.13% of 420,000 active; in the data active = activity change below about -50%; inconclusive = mostly about -30% to -49%;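 also: -100% = wells without enzyme as full effect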
# Target sequence (Q9BTU6 whole entry, looked up): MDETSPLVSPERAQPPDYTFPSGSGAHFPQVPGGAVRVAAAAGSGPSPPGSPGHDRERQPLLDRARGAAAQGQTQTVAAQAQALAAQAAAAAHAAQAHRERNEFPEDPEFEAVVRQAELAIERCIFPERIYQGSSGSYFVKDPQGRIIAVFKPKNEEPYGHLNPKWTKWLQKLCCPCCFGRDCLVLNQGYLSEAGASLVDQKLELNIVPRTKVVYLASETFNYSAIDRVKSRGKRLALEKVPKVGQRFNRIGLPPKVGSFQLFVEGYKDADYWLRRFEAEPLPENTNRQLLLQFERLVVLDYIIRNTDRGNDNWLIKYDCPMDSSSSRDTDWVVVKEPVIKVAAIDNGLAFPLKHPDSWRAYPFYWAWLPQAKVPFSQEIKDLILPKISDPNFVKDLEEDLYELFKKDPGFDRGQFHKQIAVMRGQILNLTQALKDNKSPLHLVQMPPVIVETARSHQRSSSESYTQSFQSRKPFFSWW
#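 In this quantitative HTS, ADP production by PI4K2A was quantified luminescently after 1 h at ambient temperature; 100 microM adenosine served as plate-quality control.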
# G9a block: G9a (human) methyltransferase inhibition; AID 504332; G9a H3K9 monomethylation, AlphaScreen, 2 h; Q96KQ7; Potency, µM (series often up to 102 µM), for the others: at the highest dose activity, negative = inhibition, actives largely listed as inhibitors; 8.8% of 350,000 active; also: potency is read from the fitted curve at half-maximal effect; % is scaled to controls: 0 for no effect and ±100 for the full control effect; nearly all actives have a fitted effect of over 75% in size
#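 Enzyme 20 nM + cpd, 15 min RT; add b-H3K9 pep 500 nM / SAM 20 uM; 2 h RT; anti-H3K9me1 Ab 0.5 ug/mL + SA donor / anti-rabbit acceptor beads 20 ug/mL each, 10 min; AlphaScreen read.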
# ALOX12 inh: blocks human arachidonate 12S-lipoxygenase. P18054. purified 12hLO, xylenol orange hydroperoxide absorbance. Potency, µM (series often up to 108 µM), for the others: at the highest dose activity change, negative = inhibition, hits mostly inhibitors. 1.1% of 580,000 active. AID 1671190; also: potency is read from the fitted curve at half-maximal effect; % is scaled to controls: 0 for no effect and ±100 for the full control effect
#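 Hydroperoxide product was detected by ferrous iron/xylenol orange as the 573 to 405 nm absorbance ratio. Arachidonic acid at 40 uM (final) was turned over for 30 min at room temperature by 150 nM human 12hLO, pH 7.0 Hepes buffer, after 15 min compound preincubation.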
# ERG-DNA inh: ERG Ets/DNA interaction inhibition | P11308 | fluorescence polarization, His-ERG Ets domain / labelled DNA | Potency, µM (titrated, usually from 76.9 µM), without a hit: at the top dose FP activity, negative = inhibition, hits mostly inhibitors | 0.028% of 370,000 active | AID 624246; active = well fitted inhibition curve with a large enough effect in the polarisation, with a control signal flat; inconclusive = small, poorly fitted or top-dose-only effect, or effect the other way, or a change in a side signal; inactive = no such curve, though single readings can be large or run the other way; the % refers to the polarisation;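 also: polarization taken with two DNA probes labelled with fluorescein and Texas red; potency is read from the fitted curve at half-maximal effect; % of control where 0% means no effect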
# Target sequence (P11308 whole entry, looked up, the tested form may be a part): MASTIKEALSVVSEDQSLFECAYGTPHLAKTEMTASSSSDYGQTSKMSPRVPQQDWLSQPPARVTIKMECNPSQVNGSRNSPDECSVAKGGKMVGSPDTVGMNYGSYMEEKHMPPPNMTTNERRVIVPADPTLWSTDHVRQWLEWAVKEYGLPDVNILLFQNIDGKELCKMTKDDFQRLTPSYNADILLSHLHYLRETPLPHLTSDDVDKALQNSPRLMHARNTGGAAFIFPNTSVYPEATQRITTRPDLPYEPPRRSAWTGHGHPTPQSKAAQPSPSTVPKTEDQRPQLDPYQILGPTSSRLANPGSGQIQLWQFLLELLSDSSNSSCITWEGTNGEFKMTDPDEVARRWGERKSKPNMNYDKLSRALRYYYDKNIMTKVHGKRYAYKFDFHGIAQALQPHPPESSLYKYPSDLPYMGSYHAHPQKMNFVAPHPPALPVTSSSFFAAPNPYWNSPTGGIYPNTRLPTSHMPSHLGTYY
#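 His-tagged ERG Ets domain (1 uM in the protein solution; 300mM KCl, 50mM Tris-HCl, 1mM EDTA, 1mM DTT, pH 7.5) received compound, then a probe mix of 5 nM fluorescein-DNA and 100nM Texas-615-DNA. Fluorescence polarization was read for both dyes.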
# JMJD2A Tudor: blocks the human JMJD2A Tudor domain | 4.4% of 390,000 active | O75164 | Potency, µM (doses to about 114 µM), for inactives: top-dose activity change, negative = inhibition, actives largely listed as inhibitors | AlphaScreen JMJD2A-Tudor / H3K4me3 peptide binding; also: potency is read from the fitted curve at half-maximal effect; % is scaled to controls: 0 for no effect and ±100 for the full control effect; nearly all actives have a fitted effect of over 50% in size
# GLS inh: blocks human kidney-isoform glutaminase activity; GLS enzymatic activity, qHTS titration; 0.21% of 410,000 active; AID 624170; Potency, µM (doses to about 45.5 µM), inactives show at the top dose activity change, negative = inhibition, actives largely listed as inhibitors; O94925; also: potency is read from the fitted curve at half-maximal effect; % is scaled to controls: 0 for no effect and ±100 for the full control effect
#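 Enzyme dispensed in phosphate buffer (45 mM, pH 8.2, 0.02% Tween-20), compounds pinned in, then 1 mM L-glutamine solution and the glutamate oxidase–HRP–Amplex Red mix added; fluorescence read immediately and again after 30 min at room temperature.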
# * = called active by the depositor; ? = inconclusive; · = no result given; [ ] = another dose, or the depositor's remark. Unless noted, calls follow the shape of the dose curve; as a rule, active = well fitted curve in the direction sought with a large enough effect; inconclusive = small, poorly fitted or top-dose-only effect, or another doubt; inactive = no such curve, though single readings can be large; an effect the other way counts as inactive or inconclusive. An excerpt; rates above refer to the full screens.
# Each structure is followed by: BAZ2B inh	RGS4 inh	HP1b binding inh	PI4K2A inh	G9a block	ALOX12 inh	ERG-DNA inh	JMJD2A Tudor	GLS inh
> O=C(NCc1cccs1)C1CCCN(C(=O)Nc2ccc(F)cc2)C1 (stereo unspecified)
→ 8%	15%	-1%	6	17%	-3%	2%	-25%	1%
> COc1cccc(CN2CC(C(=O)NCc3ccc(C)c(F)c3)CCC2=O)c1 (stereo unspecified)
→ 4%	15%	13%	8	·	-13%	1%	-12%	0%
> COC(=O)c1[nH]c2ccc(F)cc2c1NS(=O)(=O)c1ccc(OC)cc1OC
→ 3%	19%[11.4 µM]	-23%	3	?	-27%	-10%	-26%[57.1 µM]	23%
> Cc1ccc(NC(=O)Cn2cc(C(=O)C3CCCCC3)c3ccccc32)cc1
→ -20%	5%	26%	2	-7%[59 µM]	-8%	-1%	-13%	-1%
> O=S(=O)(Cc1ccccc1Cl)Nc1ccccn1
→ -2%	5%	28%	-2	-23%[12.7 µM]	17%	-6%	-1%	-9%
> CN(CC(=O)Nc1ccccc1Cl)C(=O)CSc1nnc(-c2ccco2)n1C
→ 5%	-14%	47%[activator]	3	10%[2.33 µM]	-7%	-12%	2%	-7%
> Cc1ccc(CNC(=O)c2ccc(N3CCC4(CC3)CC(c3ccccc3)=NO4)c(NC(=O)c3c(Cl)cccc3Cl)c2)cc1
→ -25%	-8%	43%[activator]	6	-2%[2.33 µM]	-5%	-10%	-13%	-8%
> CCOc1ccccc1NC(=O)Cn1c(=O)oc2cc(Cl)ccc21
→ -4%	14%	16%	6	-34%[2.33 µM]	11%	6%	-16%	-11%
> CCCOc1ccc(C(=O)Nc2cc(-c3nc4ccccc4[nH]3)ccc2C)cc1
→ -1%	0%	36%	0	-26%[59 µM]	?	2%	-21%	-2%
> O=C(C#Cc1ccccc1)NCc1ccccc1F
→ 3%	14%	46%[activator]	1	?	11%	-4%	-3%	2%
> O=C(NC(=S)Nc1ccc2c(c1)OCCO2)c1ccccc1F
→ -34%	-32%	28%	2	32µM*	-26%	9%	-27%	4%
> CN1CCc2c(sc3c2C(=O)NC(c2ccc(-c4cccc(Cl)c4)o2)N3)C1 (stereo unspecified)
→ 40µM*	?	?	-16	·	·	36%[activator]	50µM*	-10%
> CNC(=O)N(O)C1N(/N=C/c2cccs2)C(=S)SC1(C)C (stereo unspecified)
→ 2%	-8%	44%[activator]	-5	·	9%	6%	-8%	19%
> CC(C)(C)c1ccc(-c2nnc(SCC(=O)Nc3sc4c(c3C#N)CCCC4)o2)cc1
→ -25%	-9%	26%	-2	-7%[59 µM]	-13%	-1%	-10%	2%
> COc1ccc(-n2c(-c3ccco3)nc3c(cnn3-c3ccccc3Cl)c2=O)cc1
→ ·	-1%	29%	0	-25%[59 µM]	1%	2%	-25%	3%
> CS(=O)(=O)c1ccc(C(=O)OCC(=O)NNC(=O)COc2ccc(Cl)cc2)cc1
→ -21%	-18%	39%	-3	?	-1%	11%	-34%	1%
> CCCn1c(CCC(=O)Nc2ccc(OCC)cc2)nc2cccnc21
→ -11%	-8%	31%	6	-6%[59 µM]	-7%	0%	-13%	2%
> COc1ccc(N2C(=S)NC3c4cc(Cl)ccc4OC2(C)C3C(=O)N(C)C)cc1 (stereo unspecified)
→ -8%	4%	22%	-2	9%	?	-6%	-25%	18%
> O=C(CCC(=O)N1CCOc2ccccc21)Nc1ccccc1Cl
→ 11%	-10%	23%	7	·	-10%	-6%	-19%	-8%
> COc1ccc(NC(=O)CN2C(=O)N(C)Cc3ccccc32)c(C)c1
→ -13%	10%	10%	-8	-5%	-7%	-1%	0%	0%
> O=C(NC1CCCCC1)N1CCN(S(=O)(=O)c2ccc(F)cc2)CC1
→ 3%	17%	8%	-1	3%	-8%	-2%	-9%	-3%
> Cc1csc(NC(=O)COc2ccc3c(C)cc(=O)oc3c2)n1
→ 7%	-15%	23%	-4	-4%[59 µM]	10%	10%	-3%	-11%
> Cc1cc(NC(=O)CCCN2C(=O)/C(=C/c3cccs3)SC2=S)no1
→ -10%	-12%	33%[activator]	-7	?	1%	3%	-11%	-10%
> Cc1cccc(NC(=O)NNC(=O)c2cc(-c3ccccc3Cl)nc3ccccc23)c1
→ -18%	0%	19%	-8	4%	·	2%	-16%	17%
> CC(=O)c1cccc(NC(=O)C(CC(C)C)NS(=O)(=O)c2ccc3c(c2)CCN3C(C)=O)c1 (stereo unspecified)
→ ·	17%	29%	1	-44%[59 µM]	?	0%	-13%	6%
> CN1CCN(C(=S)c2cn(CCOc3ccccc3F)c3ccccc23)CC1
→ ?	-10%	?	0	35µM*	-17%	3%	50µM*	-22%
> CCOc1ccc(CNC(=O)Nc2ccccc2)cc1
→ -5%	23%	7%	-7	18%	8%	9%	-7%	4%
> CC(C)[C@H](NC(=O)c1ccco1)C(=O)Nc1ccc(OC(F)F)cc1
→ -1%	-2%	3%	4	14%	?	7%	-8%	-12%
> COc1cc2c(cc1OC)C(c1cc3cc4c(cc3[nH]c1=O)OCO4)N(C(=O)C(C)C)CC2 (stereo unspecified)
→ 6%	0%	20%	0	-6%[59 µM]	5%	·	-5%	-6%
> CC1CCN(C(=O)c2ccc(NC(=O)c3cccs3)cc2)CC1
→ 0%	25%	15%	1	25%	0%	13%	-8%	1%
> Cc1cc(NC(=O)CSc2nnc(CNC(=O)c3ccc(C(C)(C)C)cc3)o2)no1
→ 7%	?	30%	-1	·	7%	-6%	-17%	-1%
> COc1ccc(C(=O)Nc2ccc(NC(=O)c3cnccn3)cn2)cc1
→ 7%	-5%	33%	1	14%[0.0925 µM]	1%[57.4 µM]	·	5%	-5%
> CCCCCCN1C=CC=C/C1=C/C=C(C#N)C#N
→ 25µM*	4%	-23%	-2	45µM*	-6%	-3%	?	-2%
> CC(=O)NC1C(OCCOc2ccc(Cl)cc2C)OC(CO)C(O)C1O (stereo unspecified)
→ -7%	-15%	28%	11	3%	0%	-2%	-6%	-11%
> CCC(C)(C)NC(=O)CN(C(=O)CCC(=O)Nc1nccs1)c1ccc2c(c1)OCCO2
→ ?	1%	10%	1	-23%	3%	2%	-10%	-18%
> O=C(/C=C/c1cccs1)c1ccc(NC(=O)c2cccc(Br)c2)cc1
→ 6%	8%	30%	5	-27%[59 µM]	45%[activator]	7%	-34%	2%
> CCCn1c(SCC(=O)Nc2nnc(CC)s2)nnc1-c1ccco1
→ -3%	9%	57%[activator]	1	-3%[12.7 µM]	14%	1%	-16%	1%
> O=C(CSc1nnc2ccccn12)NC(=O)Cc1ccccc1
→ -2%	2%	38%	8	-40%	-2%	1%	4%	-12%
> CCCc1ccc(-c2cc(C(=O)NC3=NCCS3)c3ccccc3n2)cc1
→ 4%	-17%	13%	-5	0%	0%	-4%	-16%	0%
> Cc1ccc(C)c(N2CCN(S(=O)(=O)c3ccc4c(c3)C(C)(C)C(=O)N4C)CC2)c1
→ ?	11%	35%	-1	·	145%[activator]	3%	-23%	6%
> O=C(O)C1CCCN1c1ncnc2c1oc1ccccc12 (stereo unspecified)
→ 4%	4%	28%	4	-49%	-2%	0%	-4%	-10%
> CCOC(=O)c1[nH]c2ccccc2c1NC(=S)Nc1cc(C)ccc1C
→ ?	-20%	-6%	0	45µM*	?	-3%	?	21%
> COc1cccc2c(=O)n(CC(=O)Nc3cccc(F)c3)ccc12
→ 5%	-5%	37%[activator]	-1	2%	-27%	5%	-20%	-1%
> COc1ccc(NC(=O)CN(C)C2CCCCC2)cc1Cl
→ 1%	12%	26%	7	·	-6%	4%	-15%	1%
> CCS(=O)(=O)N1CCC(C(=O)Nc2cc([N+](=O)[O-])ccc2C)CC1
→ -1%	-34%	15%[57 µM]	-3	-8%	0%	6%	-12%	3%
> CSc1ccccc1NC(=O)CN(C)C(=O)c1ccc(-n2cccn2)cc1
→ -5%	12%	35%	0	24%[12.7 µM]	2%	0%	-6%	0%
> CC(=O)c1ccc(N2CCN(C(=O)[C@H](C)NC(=O)c3ccccc3Cl)CC2)cc1
→ -8%	-11%	16%	3	19%	-8%	-12%	-8%	-2%
> Cc1ccc(C(=O)N/C(=C\c2ccco2)C(=O)N2CCOCC2)cc1C
→ -5%	-10%	42%[activator]	3	·	?	-1%	-9%	-1%
> COc1cc(-c2noc(C)c2-c2ccc(N(C)C)nc2)cc(OC)c1OC
→ -5%[57.1 µM]	0%	6%	-3	·	14%	1%	-33%	-8%
> O=C1C2ON(c3ccccc3)C(c3cccnc3)C2C(=O)N1c1ccccc1 (stereo unspecified)
→ -1%	-2%	42%[activator]	8	4%[12.7 µM]	0%	-2%	-12%	9%
> NC(=S)Nc1cc2ccccc2c2ccccc12
→ -34%	?	3%	0	-15%	?	-11%	-26%	-26%
> CCC(=O)Nc1nnc(Sc2ccc(N(C)C)cc2)s1
→ -29%	-12%	9%	0	?	0%	16%	-32%	26%
> CCSc1ccc(C(=O)NCC(=O)O)cc1
→ 0%	5%	14%	0	·	0%	-2%	-5%	5%
> O=C1CC(c2ccc(Cl)cc2)CC(O)=C1C=NCc1ccc(Cl)c(Cl)c1 (stereo unspecified)
→ 5%	-6%	26%	1	-6%[59 µM]	0%	0%	-12%	15%

# Bioassay records as filed in PubChem.
